NR2E3 ag-1 = NR2E3 agonists in two-hybrid cells, primary screen, cell-based, luminescence, CHO-S, Gal4-NCOR/VP16-NR2E3; Photoreceptor-specific nuclear receptor (Homo sapiens), Q9Y5X4; luciferase; inhibition of corepressor binding, % at 3.98 µM; 0.35% of 360,000 active; AID 602229, 2012;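 active = inhibition above the mean of all tested compounds plus 3 SD, cut at about 70% in these data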;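 note: 0% = DMSO with NR2E3 transfected cells and 100% = cells lacking NR2E3 construct; higher means lower luciferase signal from less NR2E3 corepressor binding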
Target sequence (Q9Y5X4 whole entry, looked up, the tested form may be a part): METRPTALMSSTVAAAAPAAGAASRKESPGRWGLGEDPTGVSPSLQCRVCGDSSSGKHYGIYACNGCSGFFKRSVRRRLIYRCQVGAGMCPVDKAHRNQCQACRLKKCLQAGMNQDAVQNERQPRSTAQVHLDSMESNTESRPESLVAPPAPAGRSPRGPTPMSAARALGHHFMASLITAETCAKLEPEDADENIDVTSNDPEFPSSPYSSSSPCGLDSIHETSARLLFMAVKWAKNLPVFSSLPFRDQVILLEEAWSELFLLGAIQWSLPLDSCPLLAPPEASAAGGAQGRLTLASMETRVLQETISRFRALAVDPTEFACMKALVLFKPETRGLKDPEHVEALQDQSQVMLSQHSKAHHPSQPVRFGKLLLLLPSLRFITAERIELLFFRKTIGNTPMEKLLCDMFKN
TRAIL sens C8 = viability loss with TRAIL in NB7+C8 cells, primary screen, TRAIL sensitizer project, cell-based, ATPlite luminescence | inhibition (viability loss, TRAIL sensitization), % at 10 µM | 1% of 360,000 active | AID 624354, 2012;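 active = compounds causing at least 50% loss of cell viability in the single-dose screen, relative to plate controls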
EBV LMP1 NFkB = EBV LMP1-driven NF-kappaB luciferase reporter inhibitors, primary screen, cell-based, luminescence, single point. LMP1-induced NF-kappaB luciferase reporter cells. inhibition, % at 12.5 µM. 0.69% of 350,000 active. AID 504558, 2011; in the data active = inhibition above about 41%;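 note: 0% = neutral control wells and 100% = reference inhibitor control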
iPSC survival up = enhancers of single-cell hiPSC survival, primary screen, ATPlite luminescence; 100% = ROCK inhibitor wells, 0% = DMSO; survival enhancement, % at 20 µM; 0.044% of 360,000 active; in the data active = survival enhancement above about 18%;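 note: cells exposed to compounds for 16 hours before the ATP read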
CF NFkB block = inhibitors of PAF-induced NF-kB signaling, primary screen, cell-based, GFP fluorescence, uHTS; KKLEB NF-kB-GFP reporter, GFP fluorescence overnight; inhibition, % at 5 µM; 0.86% of 360,000 active; AID 588850, 2011;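 active = at least 50% inhibition at 5 µM, scaled per plate between neutral and stimulator controls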;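 note: PAF is a Pseudomonas aeruginosa culture filtrate used as stimulus; plate controls were PAF-stimulated DMSO wells for no effect and unstimulated DMSO wells for full effect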
HIF-2a block = HIF-2a reporter inhibitors, primary screen, luminescence, 786-0 RCC cells | 786-0 RCC cells HIF-2a reporter, luciferase luminescence, overnight | inhibition, % at 18.8 µM | 0.72% of 360,000 active;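 active = inhibition of the luminescence signal of 40% or more relative to plate controls, in a single-dose primary screen at 18.75 µM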
NR2E3 ag-2 = inhibitors of NR2E3-RetCOR corepressor binding, primary screen, NR2E3 agonist project, biochemical, TR-FRET, GST-NR2E3, biotin-RetCOR. 0.12% of 320,000 active. 1536-well. Photoreceptor-specific nuclear receptor (Homo sapiens), Q9Y5X4. inhibition of corepressor binding, % at 4.78 µM. AID 2300, 2010;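 active = percent inhibition above the cutoff of mean plus 3 SD of all tested compounds, set per screening campaign, cut at about 20% in these data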;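 note: 0% = DMSO wells and 100% = biotin wells as full block of FRET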
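Material: NR2E3–RetCOR corepressor complex / Amount: 1.35 nM GST-NR2E3 / Medium: Tris pH 7.5 / Compound: single nominal compound dose of 4.8 µM / Incubation: 5 h at 4 °C / Technique: TR-FRET, Eu(K)-anti-GST donor, streptavidin-D2 acceptor, ex 340, em 617/671 nm / Read-out basis: percent loss of FRET ratio relative to control wells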
TRPM1 prom inh = inhibitors of MITF-dependent TRPM1 promoter reporter, primary screen, cell-based, SK-MEL-5, single point, luciferase | SK-MEL-5 TRPM1 promoter luciferase, 24 h | inhibition, % at 12.5 µM | 0.83% of 330,000 active;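 active = mean inhibition across replicates of 60% or more, whatever share of single replicates reaches that level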; note: values of inactives mirror those of a sister screen read the other way
KKLEB tox = cytotoxicity in KKLEB CF airway cells, primary screen, cytotoxicity control for CF NF-kB inhibitor project, cell-based, uHTS, fluorescence assay plates | KKLEB CF airway cells viability, ATPlite luminescence, overnight; hits give low values; cells stimulated with P. aeruginosa culture filtrate | 0.36% of 360,000 active | activity change (cytotoxicity), % at 5 µM;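 active = corrected activity change at or below -50% at 5 µM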
Shn3 inh set2 = reduction of Shn3 3'UTR firefly luciferase signal, primary screen, Schnurri-3 inhibitor project, cell-based, Clone20 osteoblasts, set 2 | Clone20 osteoblast Shn3 3'UTR firefly luciferase, 24 h | 0.52% of 360,000 active | inhibition, % at 12.5 µM;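 active = mean inhibition of at least 75% with every replicate also reaching 75%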;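 note: 0% = median of neutral control wells and 100% = pilot-screen positive control compound; some compounds past the cut are filed as inactive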
Peg3 promoter = Peg3 promoter-driven luciferase inhibitors, primary screen, cell-based, HeLa, luciferase luminescence | AID 588405, 2011 | HeLa PEG-Prom luciferase reporter, overnight | inhibition, % at 20 µM | 1.7% of 360,000 active;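 active = inhibition of at least 50% at 20 µM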
* = called active by the depositor; nt = not tested or not shown. The list is partial; rates above refer to the full screens.

Every second line gives: CF NFkB block	Peg3 promoter	iPSC survival up	NR2E3 ag-2	TRPM1 prom inh	TRAIL sens C8	NR2E3 ag-1	Shn3 inh set2	KKLEB tox	EBV LMP1 NFkB	HIF-2a block
O=C(C1CC1)N1CCc2cc(Br)cc(S(=O)(=O)NCCCN3CCCC3)c21
  4	6	-0.5	0	4	-4	-26	-14	-24	-6	-6
CC(C1CC2CCC1C2)N1CC(O)=C(c2nc3ccccc3[nH]2)C1=N (centres undefined)
  20	-17	1.0	-2	0	12	17	-21	-10	-8	-13
C/C=C/C=C\C(=O)Nc1cccc(C2=NOC3(C2)C[C@@H](C(N)=O)N(C(=O)c2cc([N+](=O)[O-])cc([N+](=O)[O-])c2)C3)c1 (some centres undefined)
  5	-14	-1.8	-1	12	21	-17	-7	0	-15	5
Cc1cccc(OCCn2c(NC(=O)c3ccco3)nc3ccccc32)c1
  3	-34	0.8	1	14	13	-6	22	-2	18	-77
Cc1ccc(CNC(=O)[C@H](C)N2C(=O)N3CCc4c([nH]c5ccccc45)[C@@]3(C)C2=O)cc1
  -8	11	-0.7	1	nt	3	-8	26	-8	9	17
COc1ccc(CCNC(=O)CCn2c(=O)c3cccn3c3cccnc32)cc1OC
  12	-3	-0.5	1	-11	-3	-11	-13	5	6	8
COCCn1c(SCc2nc3ccccc3c(=O)[nH]2)nnc1-c1ccncc1
  -5	17	3.2	3	10	-6	-12	-12	17	-5	12
COc1ccc(C(=O)Nc2nnc(Cc3ccc(OC)c(OC)c3)s2)c(OC)c1
  11	-118	0.0	1	-23	5	-62	-19	2	-6	-195
COc1ccc(NC(=O)c2cc(C3CCCCN3C(=O)c3cc(C(C)(C)C)nn3C)on2)c(C)c1 (centres undefined)
  1	1	2.7	nt	nt	-10	7	31	-5	nt	13
O=C1C2CC3N1CCC31c3ccccc3-n3c1c2ccc3=O (centres undefined)
  5	-4	-2.6	nt	7	-11	-15	10	12	6	17
C=CCNc1nc(-c2sc(NC(C)=O)nc2C)cs1
  32	-110	-4.3	3	-17	18	-10	-7	-11	-17	-77
COc1ccc(C(=O)NC(=S)NCCc2ccccc2)cc1
  -6	-80	-2.0	-2	-5	9	-65	-11	-8	-10	-124
Cn1c(=O)c2c(nc(NCc3ccc4c(c3)OCO4)n2Cc2ccccc2Cl)n(C)c1=O
  -8	-2	-1.1	1	-16	-5	10	48	6	5	-23
CCN(C(=O)CN1CCOCC1)c1c(N)n(Cc2ccccc2)c(=O)[nH]c1=O
  2	5	-0.8	-1	-6	-2	-9	5	-1	4	24
Cc1ccc(S(=O)(=O)CCc2ccncc2)cc1
  -8	-8	-0.5	3	14	-4	-5	-18	14	10	-1
COc1ccc(OCC(=O)N/N=C2\CCc3ccccc32)cc1
  -7	-45	-0.4	-1	-17	3	3	-11	1	5	-70
COC(=O)N/N=C\c1ccc(OC(=O)c2ccco2)cc1
  -5	-21	-1.6	1	0	-10	-4	11	8	-6	-5
COc1ccc(-c2nnc(SCc3nnc(-c4cccs4)o3)n2CC2CCCO2)cc1 (centres undefined)
  6	12	1.1	2	2	-2	7	2	5	9	21
O=C(Nc1ccccn1)C1CCN(S(=O)(=O)c2ccc(Cl)cc2)CC1
  15	-70	-0.4	-2	-27	6	15	-7	-1	-8	-81
Cc1cccc(OCC(=O)Nc2ccc(S(=O)(=O)N3CCN(C)CC3)cc2)c1
  -3	-1	-0.4	1	4	0	13	-3	0	-1	24
Cc1cc(=O)[nH]c(=S)n1-c1ccccc1
  10	2	-0.5	1	-5	4	0	3	-1	-3	11
CCOc1ccccc1NC(=O)c1cccc2c1C(=O)N(CCOC)C2
  -5	11	-0.3	1	nt	-6	-31	12	-2	1	-3
COC(=O)C(NC(=O)c1ccccc1)(Nc1nc(C)cs1)C(F)(F)F (centres undefined)
  0	7	1.2	0	0	-7	1	34	-2	6	-6
CC(NC(=O)c1ccc(N(C)C)cc1)C1CC2CCC1C2 (centres undefined)
  9	-22	-1.2	nt	16	11	9	3	0	-1	-28
CC1CC(Nc2ccccc2)c2ccccc2N1C(=O)c1ccncc1 (centres undefined)
  16	-2	0.0	-2	-6	2	4	22	0	-12	13
COCCN1Cc2c(sc(C)c2C)N(C(=O)c2ccccc2)C1
  8	-236	-2.4	0	1	4	-67	-46	-3	-30	-228
COc1cc(C2C(C(=O)c3cc4ccccc4o3)=C(O)C(=O)N2c2cc(C)on2)cc(OC)c1OC (centres undefined)
  -24	2	-0.1	30*	9	-6	-6	3	3	2	9
COc1ccc(Cl)cc1NC(=O)CC1CCCC1
  6	10	0.6	2	18	4	4	-15	-2	-6	-3
CCCn1c(C)cs/c1=N\C(=S)Nc1ccccc1
  -5	-16	-0.8	26*	6	3	1	7	7	-2	-31
O=C(O/N=C1/CCCc2occc21)c1ccc(Cl)cc1Cl
  14	-106	-0.7	1	-71	1	-13	-29	-18	5	-42
Cn1c(=O)c2[nH]c(N3CCCCC3)nc2n(C)c1=O
  -15	-5	-0.2	-2	8	-4	-7	3	6	-7	16
CC(C)(C)c1ccc(C(=O)c2c[nH]c(C(=O)NCCCN3CCOCC3)c2)cc1
  5	-26	-2.2	-1	-7	4	-27	12	-1	-8	-25
Cc1ccccc1Cn1ccc(NC(=O)CCSc2nc(-c3ccco3)cc(C(F)(F)F)n2)n1
  9	3	-2.0	1	5	10	-39	15	-7	0	22
Cc1ccc(NC(=O)c2c(F)cccc2Cl)cc1NS(C)(=O)=O
  8	8	0.3	2	7	-9	-12	7	-2	2	4
N#C/C(=C/c1ccc(-c2ccc(S(N)(=O)=O)cc2)o1)C(=O)Nc1ccccc1
  -41	6	2.6	-3	3	2	-19	17	1	3	10
COc1ccc(OC)c(S(=O)(=O)N(C)CC(=O)O)c1
  -3	-6	6.6	-3	0	-7	1	-18	9	-1	4
CC(=O)Nc1ccc(C(=O)NNC(=O)c2cccc(C)c2)cc1
  -1	-7	-0.3	0	-7	10	-20	-4	6	-7	-3
NC(=O)C1CCN(C(=O)CSc2ccccn2)CC1
  4	-4	-1.1	-2	-1	10	-14	-6	-6	3	8
CSc1nc2sc3c(c2c(=O)[nH]1)CCCC3
  1	-84	0.6	3	-10	-3	-2	-2	2	7	-57
CC(=O)NS(=O)(=O)c1ccc(N/C(N)=N/c2nc(C)cc(C)n2)cc1
  5	10	-0.6	1	-12	-4	9	-17	-3	-1	21
CC(C)(C)NC(=O)NC(=O)CN1CCN(S(=O)(=O)c2ccc3c(c2)OCCO3)CC1
  -3	17	0.0	-4	-5	7	-7	5	-3	-3	21
COc1ccccc1NC(=O)C1=C(C)NC(=O)NC1c1ccccc1F (centres undefined)
  17	9	1.9	7	nt	-13	3	-8	-10	-1	13

Of the compounds above, nine contain a halogen:
Every second line gives: CF NFkB block	Peg3 promoter	iPSC survival up	NR2E3 ag-2	TRPM1 prom inh	TRAIL sens C8	NR2E3 ag-1	Shn3 inh set2	KKLEB tox	EBV LMP1 NFkB	HIF-2a block
O=C(C1CC1)N1CCc2cc(Br)cc(S(=O)(=O)NCCCN3CCCC3)c21
  4	6	-0.5	0	4	-4	-26	-14	-24	-6	-6
Cn1c(=O)c2c(nc(NCc3ccc4c(c3)OCO4)n2Cc2ccccc2Cl)n(C)c1=O
  -8	-2	-1.1	1	-16	-5	10	48	6	5	-23
O=C(Nc1ccccn1)C1CCN(S(=O)(=O)c2ccc(Cl)cc2)CC1
  15	-70	-0.4	-2	-27	6	15	-7	-1	-8	-81
COC(=O)C(NC(=O)c1ccccc1)(Nc1nc(C)cs1)C(F)(F)F (centres undefined)
  0	7	1.2	0	0	-7	1	34	-2	6	-6
COc1ccc(Cl)cc1NC(=O)CC1CCCC1
  6	10	0.6	2	18	4	4	-15	-2	-6	-3
O=C(O/N=C1/CCCc2occc21)c1ccc(Cl)cc1Cl
  14	-106	-0.7	1	-71	1	-13	-29	-18	5	-42
Cc1ccccc1Cn1ccc(NC(=O)CCSc2nc(-c3ccco3)cc(C(F)(F)F)n2)n1
  9	3	-2.0	1	5	10	-39	15	-7	0	22
Cc1ccc(NC(=O)c2c(F)cccc2Cl)cc1NS(C)(=O)=O
  8	8	0.3	2	7	-9	-12	7	-2	2	4
COc1ccccc1NC(=O)C1=C(C)NC(=O)NC1c1ccccc1F (centres undefined)
  17	9	1.9	7	nt	-13	3	-8	-10	-1	13

Screening data deposited in PubChem by several laboratories.
